Compound activity (PubChem BioAssay)
ssDAF-12 act – S. stercoralis DAF-12 activation, primary screen. hit rate 1% among 370,000. activation, % at 6.8 µM. AID 652126. HEK293 ssDAF-12/GRIP1 lit1-tk-luc reporter, luminescence; % of 3 µM dafachronic acid response;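 active means activation above the mean over all tested compounds plus 3 SD, cut at about 0.9% in these data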;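 further: 0% = DMSO-only wells and 100% = 3 µM delta7-dafachronic acid wells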
FXN GAA850 act – activators of GAA850 frataxin (FXN) promoter; HEK293 lucGAA850 FXN promoter luciferase reporter, 24 h; percent of 10 µM SAHA response; activation, % at 6 µM; hit rate 0.56% among 360,000; AID 540364;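 active means activation above the average of all compounds screened plus 3 SD, cutoff fixed separately per campaign, cut at about 7.5% in these data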;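 further: 0% = DMSO wells and 100% = 10 µM SAHA wells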
hcDAF12 agonist – activates DAF-12 receptor from parasite H. contortus. hit rate 1.4% among 370,000. HEK293 hcDAF-12 lit1-tk-luc reporter, luminescence; 0% DMSO, 100% Δ7-dafachronic acid. activation, % at 6.8 µM;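 active means activation above the mean of all tested compounds plus 3 SD, cut at about 5.5% in these data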;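 further: 100% = response to 3 µM Δ7-dafachronic acid high control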
sPLA2-III inh – Inhibits HGIII-sPLA2 liposome hydrolysis, primary screen; QFRET BODIPY PC-A2 liposome hydrolysis, fluorescence; Q9NZ20; inhibition, % at 12.2 µM; hit rate 0.56% among 370,000;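 active means inhibition above mean plus 3 SD of compounds lying within the high and low control bounds, cut at about 19% in these data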;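 further: 0% = median of test compound wells and 100% = no enzyme DMSO wells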
GC-A act – GC-A (human) enzyme activation; P16066; HEK293 GC-A cells, cGMP TR-FRET, EC30 ANP; 0% at EC30 ANP, 100% saturating ANP; activation, % at 10 µM; hit rate 0.14% among 370,000; AID 1671463; in the data active means activation above about 40%
DAX1 inh-1 – inhibitors of DAX1 repression of SF-1 activated StAR promoter. HEK293T StAR-luciferase reporter, SF-1/DAX-1 repression relief. hit rate 1.1% among 370,000. AID 652010. inhibition, % at 6.8 µM;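 active means inhibition above the mean over all tested compounds plus 3 SD, cut at about 3.6% in these data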;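 further: 0% = DAX-1 cells with DMSO and 100% = cells lacking DAX-1 with DMSO; higher inhibition means more luminescence from relief of DAX-1 repression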
hgDAF12 agonist – activates the H. glycines DAF-12 receptor ligand-binding domain; hit rate 1.8% among 370,000; HEK293 GAL4-hgDAF12 UAS-luciferase reporter, agonist luminescence; normalized to butyrate control; activation, % at 6.8 µM;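 active means activation above a cutoff set at the mean of all screened compounds plus 3 SD, cut at about 10% in these data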;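 further: 0% = DMSO wells and 100% = sodium butyrate wells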
DAX1 inh-2 – inhibits human nuclear receptor DAX1 | inhibition, % at 6.75 µM | P51843 | hit rate 0.99% among 340,000 | HEK293 Gal4-DAX1 luciferase reporter, luminescence | AID 504766;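 active means inhibition above the mean over all tested compounds plus 3 SD, cut at about 4.2% in these data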;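 further: 0% = DAX1-transfected cells with DMSO and 100% = empty-vector control cells with DMSO; inhibition shows as a rise in luminescence from relieved DAX1 repression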
ADAM10 inh – ADAM10 inhibition, QFRET primary screen | inhibition, % at 7 µM | hit rate 0.62% among 370,000 | O14672 | recombinant ADAM10, EDANS/DABCYL FRET peptide cleavage, 3 h;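 active means inhibition above a per-campaign cutoff equal to the mean of compounds falling between control-based bounds plus 3 SD, cut at about 20% in these data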;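 further: 0% = DMSO wells while the 100% control is not disclosed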
SMARCA2 act – SMARCA2 function activation, primary screen | AID 652017 | activation, % at 9.1 µM | hit rate 1% among 370,000 | MG213 cells, MMTV-luciferase reporter, dexamethasone, overnight; in the data active means activation above about 7.8%;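 further: 0% = vehicle wells and 100% = reference activator wells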
NPR2 activator – GC-B (human) receptor activation; P20594; HEK293-GC-B cells, CNP EC30, cGMP TR-FRET; 0% at EC30 CNP, 100% saturating CNP; activation, % at 10 µM; hit rate 0.11% among 370,000; AID 1920062;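 active means activation at 10 µM reaching about 35% in either raw or pattern-adjusted values, limit read from the data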
Target sequence (P20594 whole entry, looked up): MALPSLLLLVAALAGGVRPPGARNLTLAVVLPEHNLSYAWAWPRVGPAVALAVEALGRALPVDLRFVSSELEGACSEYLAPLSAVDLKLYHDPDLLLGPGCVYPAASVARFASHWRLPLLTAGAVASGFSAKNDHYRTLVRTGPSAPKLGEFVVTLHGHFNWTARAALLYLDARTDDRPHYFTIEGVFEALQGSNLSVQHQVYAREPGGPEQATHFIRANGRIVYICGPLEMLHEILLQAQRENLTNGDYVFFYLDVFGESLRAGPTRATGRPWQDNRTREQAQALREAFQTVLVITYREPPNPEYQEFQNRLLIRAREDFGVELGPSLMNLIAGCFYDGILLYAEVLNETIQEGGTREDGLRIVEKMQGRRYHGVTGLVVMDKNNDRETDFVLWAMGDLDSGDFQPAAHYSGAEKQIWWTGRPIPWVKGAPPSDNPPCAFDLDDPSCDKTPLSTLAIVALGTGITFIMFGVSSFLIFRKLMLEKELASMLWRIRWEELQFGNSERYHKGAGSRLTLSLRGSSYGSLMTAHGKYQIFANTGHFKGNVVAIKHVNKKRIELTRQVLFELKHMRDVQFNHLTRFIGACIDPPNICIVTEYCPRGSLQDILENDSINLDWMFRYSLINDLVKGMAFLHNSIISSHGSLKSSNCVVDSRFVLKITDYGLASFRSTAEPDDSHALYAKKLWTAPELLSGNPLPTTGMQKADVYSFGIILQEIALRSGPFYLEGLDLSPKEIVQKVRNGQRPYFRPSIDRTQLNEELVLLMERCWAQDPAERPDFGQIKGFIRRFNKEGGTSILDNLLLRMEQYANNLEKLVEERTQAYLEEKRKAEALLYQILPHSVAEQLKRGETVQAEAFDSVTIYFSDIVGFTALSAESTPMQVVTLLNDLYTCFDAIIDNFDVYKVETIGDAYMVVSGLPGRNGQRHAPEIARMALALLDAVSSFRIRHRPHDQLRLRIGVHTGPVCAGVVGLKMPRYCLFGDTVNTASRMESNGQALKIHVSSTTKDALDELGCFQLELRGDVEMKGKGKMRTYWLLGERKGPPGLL
Starred values were filed as active, the others as inactive; x = not tested or not shown.

Under each structure: ssDAF-12 act	FXN GAA850 act	hcDAF12 agonist	sPLA2-III inh	GC-A act	DAX1 inh-1	hgDAF12 agonist	DAX1 inh-2	ADAM10 inh	SMARCA2 act	NPR2 activator
CN(C[C@H](Cc1ccccc1)N(C[C@H](Cc1ccccc1)N(CC1(c2ccccc2)CC1)N=O)N=O)N=O
→ 0.2	6.0	-0.2	1	-9	0.8	2.8	0.4	3	0	-6
CC(NC(=O)c1cc2cc([N+](=O)[O-])ccc2oc1=O)C1CCCO1 (stereo unspecified)
→ -1.5	1.1	-1.4	2	-1	0.2	-1.4	1.5	3	4	-6
COCCCN(Cc1cc(OC)c(OC)c(OC)c1)C(=S)Nc1cccc(Cl)c1
→ -1.1	-2.9	-2.6	-10	0	-1.8	-2.6	-0.2	-13	-4	-2
Cc1nc2ccccc2n1CC(=O)c1ccccc1
→ -2.0	-0.8	-1.5	-3	-4	-0.6	-3.4	-0.5	-4	-2	1
Cc1ccc(C(=O)NCC(=O)Nc2ccccc2C)o1
→ -1.3	1.0	0.7	1	0	0.6	2.0	0.3	-7	3	3
COc1cc(OC)c2c(-c3cccc(-c4ccc(C#N)cc4)c3)cc(=O)oc2c1
→ -1.0	-2.4	0.2	4	0	0.0	2.7	1.4	-8	-4	-2
O=S1(=O)CC(N2CCCC2)CN1Cc1cn(Cc2ccc(Cl)cc2)nn1 (stereo unspecified)
→ -0.9	x	-0.5	13	1	0.5	0.5	x	-4	-5	1
C/C(=N\NC(=O)c1cccc(N/N=C(\C)c2ccncc2)c1)c1ccncc1
→ -0.7	2.2	1.2	2	1	0.1	2.9	-0.4	11	6	-1
Cc1c(NC(=S)NC(C)(C)C)c(=O)n(-c2ccccc2)n1C
→ -2.1	-0.8	0.7	2	2	1.0	-1.4	0.5	4	2	2
COc1ccc(Br)cc1CNC(=O)Cc1c(C(=O)O)[nH]c2ccc(Cl)cc12
→ -1.2	0.6	0.1	-29	-1	0.0	0.0	x	-2	0	-1
O=C(CSCc1ccc(Cl)cc1)N1CCCCC1
→ -0.6	3.3	4.9	-2	2	1.5	7.4	0.2	1	6	-2
O=C(c1cc(-c2ccc(Cl)cc2Cl)on1)N1CCCCCC1
→ 0.3	2.3	8.8*	0	-2	3.3	16*	3.7	4	2	-2
COCc1cc(CN2CCCC(C(=O)c3cccc(C(F)(F)F)c3)C2)ccc1OC (stereo unspecified)
→ -1.8	1.1	-1.0	-7	1	-0.9	1.7	-0.8	-1	0	0
CCN(C1CCCCC1)S(=O)(=O)CCNC(=O)c1ccc(OC)cc1
→ -2.0	0.0	-1.6	-2	2	-0.2	-2.7	-0.5	7	-1	2
COC(=O)COc1ccc(NC(=O)C2CCCO2)cc1 (stereo unspecified)
→ -1.6	0.3	-2.0	1	1	0.2	1.5	2.4	-3	5	0
COC(=O)c1ccccc1NC(=O)NCc1ccc2c(c1)OCO2
→ -1.1	3.8	-1.0	0	-3	-0.3	0.2	1.0	7	4	13
Cc1nn(Cc2ccc(Cl)cc2)c(C)c1NC(=O)CCCn1nc([N+](=O)[O-])c(Cl)c1C
→ -1.6	0.8	-2.8	-11	-1	0.1	-3.5	-0.4	5	2	6
c1cc(CCCc2ccncc2)ccn1
→ -1.1	3.5	3.5	2	-1	-0.8	-1.0	-0.5	-12	0	-1
CC1Oc2ccccc2N(CC(=O)c2cccc(Cl)c2)C1=O (stereo unspecified)
→ -1.1	2.0	-1.8	4	-4	-0.7	3.3	0.0	3	0	-4
CCOC(=O)N1CCN(C(=O)c2cc3cc(F)ccc3[nH]2)CC1
→ 0.2	0.5	2.7	-4	10	-0.3	1.1	0.7	10	2	6
CC(C)CN1CCN(Cc2cnc(-c3ccc(Cl)cc3)nc2)CC1CCO (stereo unspecified)
→ -1.7	2.5	-1.0	0	7	-0.7	1.4	0.1	-8	-4	6
CC(C)(CNC(=O)c1cc([N+](=O)[O-])ccc1N1CCC(Cc2ccccc2)CC1)N1CCOCC1
→ -0.9	0.2	-0.9	8	-8	-0.4	2.6	0.0	-9	-3	-6
COc1ccc(-c2noc(-c3ccc4c(c3)OCO4)n2)cc1
→ -0.6	5.8	1.0	3	-1	0.9	2.9	0.0	10	14*	4
Cc1cc(NC(=O)CSc2nc(C)c(C)n2CC(C)C)no1
→ -1.6	-2.5	-0.4	9	-4	1.2	0.9	-0.3	-34	-9	3
Cn1nc(C(F)(F)F)c(C(=O)Nc2ccc(F)cc2F)c1Sc1ccc(Cl)cc1
→ -0.7	1.1	-1.5	10	-12	-0.9	0.8	0.8	13	-3	-17
CCC(=O)N1CCN(c2ccccc2NC(=O)COc2ccccc2Cl)CC1
→ -0.7	-3.6	0.0	-8	-11	-1.5	-3.4	-1.0	3	1	-5
Cc1cc(-c2n[nH]c(=S)n2/N=C/c2ccccc2[N+](=O)[O-])n[nH]1
→ -0.9	-0.1	-0.6	19	-2	0.7	-0.7	-0.5	21*	-2	-2
CCC(=O)N(CCN1CCOCC1)Cc1cc2cc3c(cc2nc1Cl)OCO3
→ -1.6	1.6	-0.5	-2	1	-0.2	-1.1	-0.9	-14	-1	-2
CN(C)c1cc[n+](CCC(=O)Nc2cccc([N+](=O)[O-])c2N)cc1
→ -1.2	0.3	-1.3	3	2	-0.3	-1.3	-0.3	3	-4	0
COc1cccc(NC(=O)N2CCC(NC(=O)C(Cc3cccc(C)c3)NC(C)=O)CC2)c1 (stereo unspecified)
→ -0.7	-1.0	-1.1	8	-1	0.0	-1.2	0.9	-6	-2	4
Nc1ccc(N=Nc2ccc(O)cc2)c(N)n1
→ -0.4	1.5	0.5	5	-4	-2.4	1.1	-1.9	-146	0	-6
CCCCNC(=S)N(C)/N=C/c1ccc(OCC(=O)Nc2c(C)cc(C)cc2C)c(OC)c1
→ -1.9	0.4	-2.1	-5	6	-0.7	0.0	-1.6	7	-2	15
Cc1ccc(C)c(C2C(C#N)=C(N)Oc3cc(C)oc(=O)c32)c1 (stereo unspecified)
→ -0.5	0.3	-2.6	-1	-1	-0.2	-2.4	0.2	-8	0	-8
O=C1Nc2ccc(Br)cc2C12NNc1ccccc1O2 (stereo unspecified)
→ 0.0	-0.2	6.9*	5	3	0.5	2.5	-1.1	5	2	-3
CN(C(=O)COC(=O)c1ccccc1Cc1ccccc1)C1CCS(=O)(=O)C1 (stereo unspecified)
→ -0.3	1.5	-1.9	3	-2	-0.5	3.7	1.4	0	-1	2
COC(=O)[C@@H]1C[C@@]2(O)[C@@H](O)[C@@H](O)[C@@H](O)C[C@H]2N1Cc1ccc(C(F)(F)F)cc1
→ -0.5	0.2	-0.8	6	-2	-0.2	0.0	2.3	-4	-1	-2
CC(C)[N+](C)(CCOC(=O)C1c2ccccc2Oc2ccccc21)C(C)C
→ -1.1	4.3	-0.8	-8	3	-0.3	-0.8	1.4	2	-3	2
O=C(CCCCCNc1nc(=S)[nH]c2ccccc12)NCCC1=CCCCC1
→ -1.0	0.4	1.0	4	-2	-0.5	4.0	-0.7	3	5	-3
O=C(C1=C[C@H](c2csc3ccccc23)C[C@H](OCCCCO)O1)N1CCOCC1
→ -1.3	-0.4	-1.0	7	-2	-0.1	-0.5	1.7	-18	1	-7
COc1cc2c(c(OCC(=O)NC(C)C)c1)C(=O)O[C@@H](C)CCCC(=O)CCCCC2
→ -1.4	12*	-3.0	-4	3	-0.3	-1.8	-1.9	2	1	0
O=C(OCc1ccccc1)[C@H](Cc1ccccc1)NC(=O)[C@@H]1CC=C[C@@H]2CCN(CCc3ccccc3)C(=O)[C@@H]21
→ -1.8	x	-1.3	-12	-2	x	0.4	x	16	x	-9
NS(=O)(=O)c1cccc(NC(=O)COC(=O)C2CCCCC2)c1
→ -0.1	2.4	-1.4	0	1	0.5	-0.1	-0.7	1	2	0
Cc1ccc(NC2=C(Cl)C(=O)OC2OC(C)C)c(C)c1 (stereo unspecified)
→ -1.1	0.8	-0.5	4	1	-0.3	0.2	-0.9	5	-4	1
O=C(CSc1nc2ccc(Nc3nc(N4CCOCC4)nc(N4CCOCC4)n3)cc2s1)Nc1ccccc1
→ -1.8	x	-1.0	-4	-1	-0.5	1.0	x	-1	1	1
Cc1ccc(C(=O)NC(=S)Nc2ccc3[nH]c(=O)[nH]c3c2)c(C)c1
→ -0.7	-0.9	0.6	7	-8	-0.1	-0.1	-0.6	3	-1	-2

Entries listed so far shown as hits in SMARCA2 act.
canonical_smiles | ssDAF-12 act | hcDAF12 agonist | sPLA2-III inh | GC-A act | DAX1 inh-1 | DAX1 inh-2 | ADAM10 inh | SMARCA2 act | NPR2 activator
COc1ccc(-c2noc(-c3ccc4c(c3)OCO4)n2)cc1 | -0.6 | 1.0 | 3 | -1 | 0.9 | 0.0 | 10 | 14* | 4

Complete entries, quoted from the list.
NS(=O)(=O)c1cccc(NC(=O)COC(=O)C2CCCCC2)c1 is listed as ssDAF-12 act = -0.1; FXN GAA850 act = 2.4; hcDAF12 agonist = -1.4; sPLA2-III inh = 0; GC-A act = 1; DAX1 inh-1 = 0.5; hgDAF12 agonist = -0.1; DAX1 inh-2 = -0.7; ADAM10 inh = 1; SMARCA2 act = 2; NPR2 activator = 0
Cc1ccc(NC2=C(Cl)C(=O)OC2OC(C)C)c(C)c1 (stereo unspecified) is listed as ssDAF-12 act = -1.1; FXN GAA850 act = 0.8; hcDAF12 agonist = -0.5; sPLA2-III inh = 4; GC-A act = 1; DAX1 inh-1 = -0.3; hgDAF12 agonist = 0.2; DAX1 inh-2 = -0.9; ADAM10 inh = 5; SMARCA2 act = -4; NPR2 activator = 1
